# High-throughput results (PubChem)
# GalR3 antag = human GalR3 antagonism; HEK293 GalR3-CNG cAMP membrane potential fluorescence; galR3 body fused to GalR1 C-terminus; inhibition, % at 3 µM; 360,000 tested, 0.44% active;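 active = inhibition above the screen-wide average plus 3 SD, cut at about 13% in these data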;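 also: forskolin and galanin both at EC90 stimulate the cells; cAMP rise reported by CNG channel membrane potential dye signal; 0% = forskolin plus galanin with DMSO and 100% = forskolin alone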
# UBC9 SUMO inh = SUMOylation inhibition; P63279; HTRF SUMOylation assay, SAE1/SAE2 + UBC9, in vitro; inhibition, % at 35 µM; 290,000 tested, 0.36% active; in the data active = inhibition above about 50%, passing the limit was not always enough; also: strong numbers were not always called active
# Target sequence (P63279 whole entry, looked up): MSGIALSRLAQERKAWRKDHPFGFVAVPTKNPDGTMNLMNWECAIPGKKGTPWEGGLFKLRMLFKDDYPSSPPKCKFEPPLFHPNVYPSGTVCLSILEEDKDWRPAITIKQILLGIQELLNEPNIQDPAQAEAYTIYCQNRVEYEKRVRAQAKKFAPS
# CRFR2-BP ag = CRF-BP/CRF-R2 complex agonism; HEK293 CRF-R2/CRF-BP, calcium dye fluorescence (FLIPR); percent of saturating CRF peptide response; activation, % at 13.2 µM; 350,000 tested, 0.46% active; AID 588473;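 active = activation of at least 50%, plus an integration ratio under a set limit after plate pattern correction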;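 also: plate controls were neutral control wells without compound for no effect and CRF at EC100 for full effect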
# MEKK3 PB1 HTS = MEKK3-MEK5 PB1 interaction, increase or decrease. Q99759. binding response (% of control), % at 10 µM. 290,000 tested, 1.4% active. bead-based flow cytometry, Alexa488-MEK5 binding to MEKK3; actives lie on both sides; 0 = blocked by unlabeled MEK5, 100 = vehicle;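 active = binding response more than 3 SD above or below the average of its plate-row segment, actives on both sides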;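 also: Alexa488 bead fluorescence after subtracting the streptavidin-only scavenger bead signal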
# Target sequence (Q99759 whole entry, looked up): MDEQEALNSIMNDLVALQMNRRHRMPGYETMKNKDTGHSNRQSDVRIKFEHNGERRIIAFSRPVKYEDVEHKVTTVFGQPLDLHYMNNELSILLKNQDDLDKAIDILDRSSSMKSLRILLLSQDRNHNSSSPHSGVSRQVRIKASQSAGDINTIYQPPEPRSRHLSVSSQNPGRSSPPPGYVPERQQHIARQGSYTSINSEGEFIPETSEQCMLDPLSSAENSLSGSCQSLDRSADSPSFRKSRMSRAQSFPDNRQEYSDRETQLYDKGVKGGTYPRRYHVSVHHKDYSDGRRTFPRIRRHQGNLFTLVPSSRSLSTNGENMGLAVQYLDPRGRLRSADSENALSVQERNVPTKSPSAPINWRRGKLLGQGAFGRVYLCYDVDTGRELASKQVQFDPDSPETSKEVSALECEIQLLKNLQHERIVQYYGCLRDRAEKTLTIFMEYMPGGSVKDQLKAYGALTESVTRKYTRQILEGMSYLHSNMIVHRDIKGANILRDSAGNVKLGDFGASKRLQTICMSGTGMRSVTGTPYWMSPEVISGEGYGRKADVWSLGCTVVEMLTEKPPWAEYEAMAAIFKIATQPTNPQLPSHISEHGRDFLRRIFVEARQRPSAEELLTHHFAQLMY
# MEKK2wt PB1 HTS = raises or lowers MEK5 binding to wildtype human MEKK2 PB1 domain | bead flow cytometry, Alexa488-MEK5 binding to MEKK2 WT; actives lie on both sides | binding response (% of control), % at 10 µM | 290,000 tested, 1.1% active | AID 1531; in the data active = binding response below about 67% or above about 130%
# MEKK2mut PB1 HTS = signal of MEK5 binding to mutant human MEKK2 PB1 domain | bead flow cytometry, Alexa488-MEK5 binding to MEKK2 mutant | percent response, % at 10 µM | 290,000 tested, 0.35% active | AID 1530; in the data active = percent response above about 24%, passing the limit was not always enough; also: inactives centre near 1; some results filed as inactive read as strong as hits
# FID counter = fluorescent intercalator displacement, NS3 helicase counter-screen; DNA fluorescent intercalator displacement, fluorescence; inhibition, % at 7.9 µM; 290,000 tested, 0.17% active; AID 1845; in the data active = inhibition above about 37%;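 also: 0% = vehicle and 100% = reference compound; higher means more ethidium bromide displaced from hairpin DNA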
# NS3 helicase inh = blocks Hepatitis C virus NS3 helicase unwinding; NS3 helicase DNA unwinding, Cy5 molecular beacon fluorescence; inhibition, % at 10.9 µM; AID 1800; 290,000 tested, 0.56% active;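 active = inhibition above the mean of all tested compounds plus 3 SD, set per campaign, cut at about 35% in these data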;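 also: 0% = DMSO wells and 100% = thioflavine S control wells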
#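 Control set: DMSO versus 110 µM thioflavine S; Material: NS3 helicase fragment of HCV; Measured by: Cy5 fluorescence at 0 and 60 min, beacon hairpin quenching; Read-out basis: percent inhibition from t60/t0 fluorescence ratio; Times: reaction time 60 min, 25 °C; Repeats: single replicate; Compound dosing: single dose, 10.9 µM nominal final, DMSO 0.8% final.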
# CRFBP-R2 block = antagonists of CRF-binding protein/CRF-R2 receptor complex. HEK293 CRF-R2/CRF-BP, CRF-induced calcium fluorescence. 350,000 tested, 0.59% active. inhibition, % at 11.8 µM;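 active = inhibition of the ligand-induced calcium signal above about 50% at the single tested concentration, limit read from the data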
# Numbers without * were called inactive; . = not tested or not shown; & = joins results of further samples. Not all compounds are listed (hit frequency here may not be typical).
# Values in the order: CRFR2-BP ag	MEKK3 PB1 HTS	MEKK2wt PB1 HTS	FID counter	UBC9 SUMO inh	GalR3 antag	CRFBP-R2 block	NS3 helicase inh	MEKK2mut PB1 HTS
[1] O=C(NC(N1CCOCC1)C(Cl)(Cl)Cl)c1ccc(Br)cc1 (stereo not drawn)
    -1.1	100	96	4	10	-8	-2	-2	-5
[2] O=C(c1c(Cl)cccc1Cl)N1CCN(c2ncccn2)CC1
    1.1	104	103	-8	9	-11	-8	4	4
[3] Cc1nn(C)c(Cl)c1C(=O)NCC(=O)O
    -1.0	100	92	0	3	-7	-7	-6	-8
[4] Cc1[nH]c(=O)c(C#N)cc1-c1csc(-c2ccccc2)n1
    -5.6	103	104	-1	15	-5	51*	9	1
[5] CC(C)Oc1ccc(C(=O)Nc2nnc(SCC(=O)N3CCOCC3)s2)cc1
    -0.3	113	114	-8	-2	1	-16	1	42
[6] Cc1ccc(NC(=O)CCC(=O)N/N=C/c2ccccc2O)cc1
    -0.8	106	106	-8	-7	-11	-16	-2	6
[7] CC(=O)N/C(=N/c1nc(C)cc(C)n1)Nc1cccc(C)c1C
    -3.0	99	100	-25	1	-10	-2	-4	4
[8] CCC(Oc1ccccc1F)C(=O)NCCN1CCOCC1 (stereo not drawn)
    0.0	97	95	-6	13	-3	-3	-4	-5
[9] COc1ccc(C(=O)NCc2ccc3c(c2)CCO3)cc1
    -0.9	98	102	-5	1	-3	-1	23	0
[10] O=C(CCSc1ccc(Cl)cc1)NC12CC3CC(CC(C3)C1)C2
    3.8	102	106	-4	-19	-3	-13	-1	-1
[11] Cc1cnc(NC(=O)CC(C)c2ccccc2)s1 (stereo not drawn)
    2.3	102	107	-6	13	-16	-28	-10	0
[12] COc1cc(NC(=O)C2CCC(CNc3c(N4CCC(C)CC4)c(=O)c3=O)CC2)cc(OC)c1 (stereo not drawn)
    0.8&-0.1	115	119	-1	15	-6&0	15&21	-1	12
[13] CCc1ccc(Sc2cc(C(=O)NCCN3CCOCC3)c3ccccc3n2)cc1
    -4.8	81	100	0	-42	0	-12	-28	0
[14] COc1cc2c3c(c1)/C(=C1/SC(=S)NC1=O)C(=O)N3C(C)(C)C=C2C
    -0.5	103	98	-2	4	-1	50	-1	2
[15] COc1ccccc1C1=NNC(=NCc2ccccc2)SC1
    0.1	100	90	-10	4	-8	10	-1	-10
[16] COc1ccc(OCCC(=O)Nc2nccs2)cc1
    -0.1	112	116	0	0	2	-1	3	5
[17] COc1ccccc1CCc1nnc(CCC(=O)NCC(C)Oc2cccnc2)o1 (stereo not drawn)
    0.3	104	103	-21	12	2	2	-8	1
[18] c1csc(-c2nc(N3CCCCC3)no2)c1
    -0.4	95	96	-5	26	-8	14	-14	-2
[19] CCN(CC)C(=O)c1cc2c(=O)c3cc(F)ccc3oc2nc1C
    1.1	99	100	-7	16	-5	17	16	-2
[20] CSc1ccc(C(=O)C2CCCN(C(=O)CCc3cnn(C)c3)C2)cc1 (stereo not drawn)
    0.3	101	101	-28	8	1	-3	-7	6
[21] O=C(/C=C/c1ccc(Br)o1)Nc1nnc(C2CC2)s1
    .	86	89	-8	44	.	.	13	-23
[22] CCn1c(-c2ccccc2)c[nH]c1=S
    0.4	106	107	-1	8	-1	8	-9	10
[23] O=C(NC(=S)Nc1ccc(Cl)cc1)c1ccccc1
    -0.9	96	94	-9	8	-10	-9	4	2
[24] CCOc1ccc(N2CC(C(=O)Nc3nnc(SCCOC)s3)CC2=O)cc1 (stereo not drawn)
    0.1	100	101	-41	5	-8	-11	4	-2
[25] Nc1nnc(SCn2nnc3ccccc3c2=O)s1
    1.6	124	114	13	-8	-10	5	19	1
[26] CC(C)C(NC(=O)OCc1ccccc1)C(=O)N1CCOCCOCCOCC1 (stereo not drawn)
    1.7	55	57	-20	16	-4	26	1	-14
[27] O=C1CSC(=Nc2cccc(C(=O)O)c2)N1
    1.0	111	109	0	14	-5	-6	4	3
[28] COc1ccc(N(CC(=O)NCCc2ccc(S(N)(=O)=O)cc2)S(=O)(=O)c2c(C)noc2C)cc1
    -0.5	93	98	-20	-8	-9	-8	0	3
[29] COc1ccc(-c2cc3nc(-c4ccccc4)cc(N4CCCC(O)C4)n3n2)cc1 (stereo not drawn)
    0.2	96	97	0	23	1	-60	0	-7
[30] O=C(NNc1ccccc1)C(CCO)C(=O)NNc1ccccc1
    28	99	99	-6	10	-7	-14	1	-1
[31] Cc1onc(-c2ccccc2)c1C(=O)NC(=S)NNC(=O)c1cc(-c2ccc(F)cc2)n[nH]1
    -0.3	101	101	-24	-106	-5	11	30	4
[32] CC1(C)CCC(=O)C=C1Nc1ccc(F)c(Cl)c1
    0.2	101	104	-5	3	-9	2	6	3
[33] CCOC(=O)N1CCN(S(=O)(=O)N2CCCC(C(=O)NCCc3ccc(Cl)cc3)C2)CC1 (stereo not drawn)
    -1.9	97	101	-57	-5	-5	1	-6	1
[34] CCOC(=O)c1cnc2ccc(C)cc2c1Nc1ccc(N2CCOCC2)cc1
    -0.7	107	108	2	2	-3	-2	-27	5
[35] COc1cc(/C=N/NC(=O)c2ccc3c(c2)OCO3)ccc1O
    -2.6	95	97	-16	4	-3	14	0	-1
[36] COc1cc(NC(=O)c2ccc(F)cc2)ccc1NC(=O)c1cc2ccccc2o1
    0.8	98	105	-3	16	-8	9	0	7
[37] CCOc1ccc(NC(=O)c2cccc3c2C(=O)N(CCOC)C3)cc1
    -0.3	101	97	-1	19	-4	14	13	2
[38] COC(=O)C(C#N)c1nc2ccccc2nc1N1CCCC1 (stereo not drawn)
    -2.0	101	99	-10	25	-4	0	1	5
[39] Cc1ccc(S(=O)(=O)N(C)CC(=O)O/N=C(\N)c2ccccn2)cc1
    4.1	95	97	-4	-4	-4	3	3	8
[40] CC(C)c1ccccc1NC(=O)c1ccc(CN(c2ccccc2)S(=O)(=O)c2ccccc2)cc1
    .	85	94	-2	-4	.	.	-2	-1
[41] CCN(c1ccccc1)S(=O)(=O)c1nnc(NC(=O)c2ccco2)s1
    -0.3	102	101	-17	18	2	-9	2	2
[42] NC(=O)C1CCN(C(=O)CCC(=O)c2ccc(F)cc2)CC1
    -0.7	102	103	-2	21	-8	0	10	2
[43] O=C(c1ccc2c(c1)OCO2)N1CCOCC1
    0.0	91	95	0	-22	1	-6	2	2
[44] Cn1cc(C(=O)NCCO)c(=O)c2ccccc21
    -0.4	107	103	-5	7	2	9	-1	5
[45] O=C(NC(Cc1ccccc1)C(=O)O)/C(=C\c1ccc(Br)cc1)NC(=O)c1ccc(Br)o1 (stereo not drawn)
    -0.8	102	101	-21	17	-7	7	11	-1
[46] CCCCN1C(=O)/C(=C/C=C2/CC(C)(C)CN2C)SC1=S
    196*	91	79	1	-12	-4	-268	1	-3
[47] O=C(Nc1ncc(S(=O)(=O)c2ccc([N+](=O)[O-])cc2)s1)c1ccccc1F
    57*	87	84	3	16	-5	-20	9	-29
[48] CC1(C)CC(=O)c2cnc(N3CCc4ccccc43)nc2C1
    -0.6	94	94	-3	21	-2	-12	-2	-14
[49] CCC(CC)c1nnc(NC(=O)CS(=O)(=O)Cc2ccccc2)s1
    -0.4	116	100	-23	.	-4	-4	7	15

# Part of the list above in order of SMILES length, rising.
# Values in the order: CRFR2-BP ag	MEKK3 PB1 HTS	MEKK2wt PB1 HTS	FID counter	UBC9 SUMO inh	GalR3 antag	CRFBP-R2 block	NS3 helicase inh	MEKK2mut PB1 HTS
[18] c1csc(-c2nc(N3CCCCC3)no2)c1
    -0.4	95	96	-5	26	-8	14	-14	-2
[35] COc1cc(/C=N/NC(=O)c2ccc3c(c2)OCO3)ccc1O
    -2.6	95	97	-16	4	-3	14	0	-1
[7] CC(=O)N/C(=N/c1nc(C)cc(C)n1)Nc1cccc(C)c1C
    -3.0	99	100	-25	1	-10	-2	-4	4
[34] CCOC(=O)c1cnc2ccc(C)cc2c1Nc1ccc(N2CCOCC2)cc1
    -0.7	107	108	2	2	-3	-2	-27	5
[5] CC(C)Oc1ccc(C(=O)Nc2nnc(SCC(=O)N3CCOCC3)s2)cc1
    -0.3	113	114	-8	-2	1	-16	1	42
[14] COc1cc2c3c(c1)/C(=C1/SC(=S)NC1=O)C(=O)N3C(C)(C)C=C2C
    -0.5	103	98	-2	4	-1	50	-1	2
[31] Cc1onc(-c2ccccc2)c1C(=O)NC(=S)NNC(=O)c1cc(-c2ccc(F)cc2)n[nH]1
    -0.3	101	101	-24	-106	-5	11	30	4

# Screen by screen, quoted from above.
# CRFR2-BP ag for nos. 37 to 43 → -0.3, -2.0, 4.1, ., -0.3, -0.7, 0.0
